Coupling enz = inhibits coupling enzyme system, counter-screen for aldolase hits | coupling enzyme system counterscreen, AmpLite Red fluorescence | activity change, negative = inhibition, % at 58.2 µM, hits read low | 290,000 compounds, 0.67% hits; in the data active = activity change below about -30%; note: % is set by controls: 0 for no effect and ±100 for the full control effect
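Counterscreen of the coupled detection system alone, without aldolase: glyceraldehyde-3-phosphate coupling enzymes plus AmpLite Red readout. Compounds at 57.5 uM final, 10 min RT preincubation, 20 min RT reaction, fluorescence 525/598 nm.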
RORg inh = ROR gamma (mouse) transcription inhibition | P51450 | Drosophila S2 Gal4-RORgamma UAS-luciferase reporter, 20 h | Potency, µM (highest dose often 53.6 µM), without a hit: at the top dose activity change, negative = inhibition, hits mostly inhibitors | 310,000 compounds, 5.4% hits; note: potency is the fitted concentration of half-maximal effect; % is set by controls: 0 for no effect and ±100 for the full control effect; nearly all actives have a fitted effect of over 60% in size
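Schneider cells (Drosophila), stable Gal4 DBD–ROR gamma + UAS-luc; 1 hr cmpd preincubation; Cu2+ induction 700 uM final; 20 hr ambient; luminescence.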
Rab9 promoter act = Rab9 promoter activation; Huh7 Rab9 promoter-luciferase reporter, luminescence, 24 h; Potency, µM (top dose mostly 9.22 µM), without a hit: top-dose activation, negative = inhibition, usual class: activators; 320,000 compounds, 2.8% hits; AID 485297; note: potency is the fitted concentration of half-maximal effect; % of control where 0% means no effect; nearly all actives have a fitted effect of over 60% in size
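Using Huh7 cells stably transfected with Rab9 promoter–luciferase, compounds were incubated 24 h at 37 °C, 5% CO2; luciferase luminescence was read 10 min after reagent addition.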
KCNH2 3.1 block = KCNH2 3.1 (human) potassium channel inhibition. U2OS KCNH2 3.1, thallium flux FluxOr; hits give low values. activity change, % (tested at about 1.8 µM). 340,000 compounds, 0.95% hits. AID 720553;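 active = maximum activity change below -70%; inconclusive = maximum activity change from -70% to -50%; inactive = maximum activity change above -50%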;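 note: thallium influx rate constant from kinetic fluorescence after stimulation buffer; % is set by controls: 0 for no effect and ±100 for the full control effect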
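Kinetic fluorescence (2 min after stimulation buffer) measures Tl+ influx through KCNH2 3.1 expressed by viral transduction in U2OS cells; the rate constant is normalized against DMSO controls serving as positive and negative references.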
Gal4-VP16 FLuc = counter-screen for ROR gamma inhibitors: Gal4-VP16 reporter; 310,000 compounds, 3.5% hits; Drosophila S2 Gal4-VP16 UAS-luciferase, luminescence, 20 h; Potency, µM (highest dose often 53.6 µM), without a hit: at the highest dose activity, negative = inhibition, usual class: inhibitors;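 note: Gal4-VP16 expression switched on by copper sulfate through the metallothionein promoter; potency is the fitted concentration of half-maximal effect; % is set by controls: 0 for no effect and ±100 for the full control effect; nearly all actives have a fitted effect of over 50% in size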
Tb PFK inh = T. brucei PFK enzyme inhibition; T. brucei PFK, ADP-Glo luminescence; O15648; 330,000 compounds, 0.17% hits; Potency, µM (top dose mostly 57.5 µM), for the others: top-dose activity, negative = inhibition, hits mostly inhibitors;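 note: potency is the fitted concentration of half-maximal effect; 0% = uninhibited 1x PFK enzyme wells and -100% = no-enzyme wells; nearly all actives have a fitted effect of over 60% in size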
Target sequence (O15648 whole entry, looked up): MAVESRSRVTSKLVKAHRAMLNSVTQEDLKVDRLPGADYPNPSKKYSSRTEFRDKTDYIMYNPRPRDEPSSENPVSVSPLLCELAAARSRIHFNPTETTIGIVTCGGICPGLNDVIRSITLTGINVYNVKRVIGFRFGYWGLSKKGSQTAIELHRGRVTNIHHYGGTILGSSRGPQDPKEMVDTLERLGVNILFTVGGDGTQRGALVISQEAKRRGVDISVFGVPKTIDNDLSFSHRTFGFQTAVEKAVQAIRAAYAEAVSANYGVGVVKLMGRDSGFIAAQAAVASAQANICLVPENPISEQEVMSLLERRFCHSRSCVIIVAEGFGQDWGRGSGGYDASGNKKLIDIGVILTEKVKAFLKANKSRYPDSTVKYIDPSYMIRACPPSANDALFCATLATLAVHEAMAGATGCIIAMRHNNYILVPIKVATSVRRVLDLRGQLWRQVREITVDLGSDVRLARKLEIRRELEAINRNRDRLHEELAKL
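Activity is normalized to no-enzyme wells (full inhibition) and 1.25 nM enzyme wells (no inhibition). Reaction: 0.5 mM F6P, 0.1 mM ATP, 45 min RT, ADP-Glo luminescence; concentration-response curves fitted and classed by quality.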
ELG1 genotox = genotoxicity induction in ELG1-luciferase HEK293T cells; HEK293T ELG1-luciferase reporter, luminescence, 16 h; Potency, µM (series often up to 46 µM), inactives show top-dose activity change, positive = activation, actives largely listed as activators; 330,000 compounds, 1.3% hits; AID 504466; note: potency is the fitted concentration of half-maximal effect; % of control where 0% means no effect; nearly all actives have a fitted effect of over 60% in size
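Quantitative HTS format in 1536-well plates. HEK293T ELG1-luciferase reporter cells receive test compound and are incubated 16 hr at 37 °C, 5% CO2; ONE-Glo added, 30 min room temperature, then luminescence read.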
FLuc counter = firefly luciferase modulation, counter-screen for miR-21 project | P08659 | purified FLuc, Km substrates, luminescence inhibition | Potency, µM (top dose mostly 57.5 µM), for the others: top-dose activity change, negative = inhibition, actives largely listed as inhibitors | 360,000 compounds, 6.9% hits;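 note: potency is the fitted concentration of half-maximal effect; plate controls were vehicle for no effect and reference inhibitor for full effect; nearly all actives have a fitted effect of over 55% in size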
Target sequence (P08659 whole entry, looked up): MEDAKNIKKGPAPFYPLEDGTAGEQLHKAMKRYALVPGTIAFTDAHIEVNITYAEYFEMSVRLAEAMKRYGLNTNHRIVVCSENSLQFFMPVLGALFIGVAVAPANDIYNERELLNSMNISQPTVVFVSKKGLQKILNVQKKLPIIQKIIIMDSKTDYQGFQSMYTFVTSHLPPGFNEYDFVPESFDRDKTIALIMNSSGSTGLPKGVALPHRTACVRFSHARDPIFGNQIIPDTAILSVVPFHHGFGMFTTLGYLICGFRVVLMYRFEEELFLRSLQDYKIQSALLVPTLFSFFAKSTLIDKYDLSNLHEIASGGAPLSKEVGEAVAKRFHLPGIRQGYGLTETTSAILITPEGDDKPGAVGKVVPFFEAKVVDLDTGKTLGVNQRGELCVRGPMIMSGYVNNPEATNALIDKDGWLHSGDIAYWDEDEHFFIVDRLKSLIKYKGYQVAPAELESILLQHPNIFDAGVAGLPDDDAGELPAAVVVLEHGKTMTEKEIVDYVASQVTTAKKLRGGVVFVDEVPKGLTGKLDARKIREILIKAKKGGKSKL
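Purified P. pyralis luciferase (10nM final) with 10uM D-luciferin and 10uM ATP (Km levels) in 50mM Tris acetate pH 7.5, 10mM Mg acetate, 0.01% Tween-20, 0.05% BSA; qHTS 6-point titration, ~60 µM downward; luminescence read.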
uPA surface inh = blocks generation of uPA at the cell surface; AID 540303; 330,000 compounds, 0.31% hits; Potency, µM (series often up to 38.3 µM), without a hit: at the top dose activity change, negative = inhibition, usual class: inhibitors; cell surface uPA generation assay, qHTS; active = well fitted inhibition curve with a large enough effect; inconclusive = small, poorly fitted or top-dose-only effect; inactive = no such curve, though single readings can be large or run the other way; tested in mouse RAW 264.7 cells; note: potency is the fitted concentration of half-maximal effect; % is set by controls: 0 for no effect and ±100 for the full control effect; nearly all actives have a fitted effect of over 55% in size
NPC1 promoter act = activators of NPC1 promoter; Huh7 NPC1 promoter luciferase reporter, 24 h; Potency, µM (series often up to 9.22 µM), without a hit: at the top dose activation, hits mostly activators; 320,000 compounds, 2.4% hits; AID 485313;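 note: potency is the fitted concentration of half-maximal effect; % of control where 0% means no effect; nearly all actives have a fitted effect of over 60% in size; reporter is driven by a mutant NPC1 promoter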
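Huh7 cells stably carrying NPC1 promoter–luciferase, plated in Opti-MEM with 10% FBS for 2 h, were exposed to compound in DMSO for 24 h at 37 °C; luciferase reagent was added for 10 min and luminescence read.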
Giardia kill = Giardia lamblia killing; activity change, % at 7.66 µM, hits read low; 340,000 compounds, 0.15% hits; Giardia lamblia trophozoite viability; in the data active = activity change below about -80%; inconclusive = between about -30% and that limit;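 note: parasites exposed to compound for two days anaerobically before the ATP read; % is set by controls: 0 for no effect and ±100 for the full control effect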
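ATP-content bioluminescence gauges trophozoite survival. Cells (100/well) receive compound and incubate anaerobically for 48 hrs at 37 deg C; detection reagent follows for 15-30 min at room temperature.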
* = called active by the depositor; ? = inconclusive; nt = not tested or not shown; [ ] = dose if it differs, or a comment. Unless noted, calls come from the whole dose curve; as a rule, active = well fitted curve in the direction sought with a large enough effect; inconclusive = small, poorly fitted or top-dose-only effect, or another doubt; inactive = no such curve, though single readings can be large; an effect the other way counts as inactive or inconclusive.

SMILES	Coupling enz	RORg inh	Rab9 promoter act	KCNH2 3.1 block	Gal4-VP16 FLuc	Tb PFK inh	ELG1 genotox	FLuc counter	uPA surface inh	NPC1 promoter act	Giardia kill
COc1ccccc1CCc1nnc(CCC(=O)NCC2CCCO2)o1 (centres undefined)	nt	-1%	0%	14	-1%	0%	4%	-2%	2%	1%	?
CN(C)C(CNC(=S)Nc1cccc(Cl)c1)c1ccccc1 (centres undefined)	4	4µM*	-1%	8	13µM*	10%	7%	-2%	nt	2%	11
CC1(C)C(c2ccco2)=[N+]([O-])C2(CCCCC2=O)N1O (centres undefined)	1	-18%	0%	12	-1%	4%	0%	0%	0%	0%	-13
Cc1cccc2cc3c(N)c(C(=O)N4CCc5ccccc54)sc3nc12	2	-7%[10 µM]	-8%	-4	-4%	8%	10%	-1%	?	-15%	5
O=C(OCC(=O)N1CCCC1=O)c1nc(Cl)ccc1Cl	nt	nt	-5%	12	nt	1%	0%	-1%	6%	-3%	1
CCN(CC)CCCNc1nc(N)c([N+](=O)[O-])c(N2CCCCCC2)n1	3	-5%	-7%	-2	10%	1%	-6%	-1%	-2%	-1%	-11
O=C(COC(=O)c1ccc(O)cc1)Nc1cccc(S(=O)(=O)N2CCCCC2)c1	2	-42%	-10%	11	?	-3%	-4%	?	0%	6%	-18
COc1cccc(NC(=O)N2CCOCC2)c1	2	-2%	-2%	-7	3%	0%	3%	-4%	2%	6%	-13
CC(=O)c1ccc(Nc2cc(C)nc3nc(C)nn23)cc1	-2	-15%	-1%	12	-4%	2%	1%	6%	11%	-3%	4
CCN1C(=O)[C@H]2[C@@H](c3ccc(C)cc3)N3C(=O)N(c4ccc(C(F)(F)F)cc4)C(=O)[C@@]3(CC(C)C)[C@H]2C1=O	-4	?	7%	-13	-1%	1%	-1%	3%	-9%	-27%	-26
COCCNC(=O)c1ccc(N2CC3CC(C2)c2cccc(=O)n2C3)c(NC(=O)c2cc(OC)cc(OC)c2)c1 (centres undefined)	nt	-18%	-1%	7	3%	0%	2%	0%	9%	3%	-19
CCN(CC)Cc1cc(C(=O)O)c(C)o1	-3	5%	14%	11	-5%	-2%	18%	?	2%	7%	5
COc1ccc(/C=C/C(=O)Nc2ccc(S(=O)(=O)Nc3onc(C)c3C)cc2)cc1OC	3	20%	4%	0	0%	2%	6%	1%	6%	-1%	7
COC(=O)c1c(NC(=O)COC(=O)CCNS(=O)(=O)c2ccc(NC(C)=O)cc2)sc(C)c1C	nt	nt	1%	3	nt	1%	?	1%	-26%	0%	14
CCOC(=O)CCCCCN(Cc1ccccc1)S(=O)(=O)c1ccc([N+](=O)[O-])cc1	0	-18%	-4%	?	2%	-3%	-2%	0%	6%	-4%	-8
CCOc1ncccc1C(=O)Nc1ccc(F)cc1	1	-1%	1%	6	-13%	-1%	0%	-3%	-11%	-1%	6
C(=N\Nc1nc2ccccc2[nH]1)/c1cccc2cccnc12	-7	0.35µM*	-15%	0	2.2µM*	-8%	?	0.43µM*	?	26%	2
CCOC(=O)c1ccc(NCC(O)COc2ccccc2)cc1 (centres undefined)	0	5%	-4%	10	10%	5%	-1%	-3%	1%	-2%	0
CCOC(=O)c1cnn(CCOC(=O)c2ccccc2F)c1NC(=O)c1ccccc1F	0	-8%	2%	-3	-3%	3%	-2%	2%	-8%	-2%	-12
COc1ccc(CNC(=S)Nc2ccccc2C)cc1	-1	18µM*	-3%	1	10µM*	1%	0%	2%	4%	-3%	9
Cc1cc(F)ccc1NC(=S)NC1CCCC1	0	6.3µM*	8%	0	10µM*	2%	-3%	0%	-5%	1%	8
O=C(CSc1ccccn1)Nc1ccc2c(c1)OCO2	0	20%	?	1	23%	-4%	10%	?	1%	?	-18
O=C(CC1C(=O)NCCN1Cc1ccc(-c2ccccc2)cc1)NCC1CCOCC1 (centres undefined)	0	-4%	-1%	-27	-2%	3%	3%	1%	0%	-2%	-2
N#Cc1c(-c2ccc(C(F)(F)F)cc2)cc(-c2ccccc2)[nH]c1=S	6	-26%	-10%	-3	-7%	1%	-1%	-1%	-2%	1%	-23
Cc1cc(C(=O)NCc2cccs2)ccc1[N+](=O)[O-]	-1	?	15%	-2	?	2%	1%	-16%	0%	14%	30
C=CCNC(=S)NN=C1CCCCCCC1	0	0.35µM*	1%	1	4.5µM*	-2%	-9%	-2%	-3%	3%	-5
CCCOc1ccc(-c2c(C(=O)N/N=C(\C)c3ccco3)nnn2-c2nonc2N)cc1	1	-26%	0%	-13	0%	1%	12%	0%	-9%	-2%	15
CC(C)(O)C#Cc1ccc(C(=O)N2CCC(C(N)=O)(N3CCCCC3)CC2)cc1	0	16%	18%	12	2%	-3%	1%	-1%	4%	0%	-26
Cc1cccc(/C=N/NC(=O)C2CCCNC2=O)c1 (centres undefined)	3	0%	0%	1	0%	-1%	0%	-13%	2%	-5%	-3
Cc1cccc(N2CCN(S(=O)(=O)c3ccc4c(c3)CCN4C(=O)CCC(=O)O)CC2)c1C	10	24%	11%	nt	6%	-1%	-2%	-2%	nt	-2%	12
COc1ccc(Cl)cc1NC(=O)C(C)N1CCN(c2ccccn2)CC1 (centres undefined)	0	23%	11%	6	-2%	-7%	-6%	2%	2%	-2%	15
NC(=S)N/N=C1\c2ccccc2-c2c(C(=O)O)cccc21	4	2%	0%	8	0%	-2%	-1%	1%	19%	-3%	?
COc1ccsc1C(=O)NCCN1CCOCC1	-1	-24%	2%	-2	21%	3%	-4%	6%	6%	1%	-12
CCOC(=O)C1=C(C)NC(=O)NC1c1ccco1 (centres undefined)	-1	-21%[10 µM]	1%	6	2%	-17%	2%	0%	nt	11%	4
CCCCC(=O)N/N=C/c1ccc(N2CCOCC2)c([N+](=O)[O-])c1	3	36%	?	1	-3%	3%	-1%	1%	-1%	-1%	-8
O=C(CCCN1C(=O)C(c2ccccc2)Oc2cccnc21)NCc1ccccc1Cl (centres undefined)	1	21%	0%	3	-5%	6%	1%[9.26 µM]	-2%	-1%	-8%	31[activator]
CCSc1nnc(NC(=O)CSc2nc3c(c(=O)n2CCOC)SC(C)C3)s1 (centres undefined)	9	-23%	-3%	-6	?	3%	0%	1%	-14%	-2%	8
C=CC[C@H]1CC(Cc2ccccc2)=C[C@H](CC=C)N1	-1	-25%	-1%	-11	4%	2%	-5%	-1%	-5%	-3%	3
CC(=O)NNc1cc(C)nc(N)n1	2	7%	-4%	4	-29%	-15%	-1%	2%	2%	5%	-3
Cc1cc(NC(=O)Cn2nnc3sc4c(c3c2=O)CCCC4)no1	1	14%	5%	30	-1%	2%	0%	1%	0%	-4%	-13
O=C(Cn1cnc2c(OCc3ccccc3)ncnc21)NCCc1c[nH]c2ccccc12	nt	nt	nt	-5	nt	4%	1%	nt	5%	nt	20
Cc1ccccc1CSc1nnc(-c2ccccn2)n1C	-5	-1%	?	8	8%	2%	?	?	-2%	?	-20
Fc1ccccc1-c1nc(-c2ccc(Br)o2)no1	-1	-42%	?	-5	-28%	0%	?	0.85µM*	-22%	0.5µM*	7
O=C(CN1C(=O)NC2(CCCC2)C1=O)Nc1ccccc1F	2	-21%	-4%	-14	1%	-1%	4%	12%	nt	-1%	-9
COc1ccc(/C=N/OCC(=O)Nc2nc3ccccc3s2)cc1	-6	-3%	8%	0	?	0%	7%	?	1%	-2%	-12
CCCN(C(=O)COC(=O)CSc1ccc(C(N)=O)cc1[N+](=O)[O-])C1CCS(=O)(=O)C1 (centres undefined)	nt	nt	-3%	-7	nt	-1%	-4%	2%	4%	0%	5
O=C(Cc1ccccc1)Nc1c(C(=O)N2CCOCC2)cnn1-c1ccccc1	0	-23%	0%	15	12%	2%	3%	6%	10%	-3%	4
O=C(CNC(=O)c1ccco1)NCC(=O)OCc1ccc(Cl)cc1Cl	5	-16%	-14%	5	13%	1%	-1%	-10%	2%	-3%	15
Cc1ccc(C)c(CN2CCC(CNC(=O)Nc3ccc(C)c(F)c3)CC2)c1	3	2%	-6%	-17	-4%	-1%	-3%	0%	8%	1%	-13
Cc1c(OCc2nn[nH]n2)ccc2c3c(c(=O)oc12)CCCC3	14	-14%	-10%	-7	2%	2%	-3%	21µM*	0%	-4%	-9
CN(C)c1cncc(C(=O)O)c1	-55*	-31%	2%	-9	-4%	2%	0%	-4%	-22%	-8%	17

2 compounds from above with just NPC1 promoter act and uPA surface inh.
SMILES	NPC1 promoter act	uPA surface inh
O=C(CCCN1C(=O)C(c2ccccc2)Oc2cccnc21)NCc1ccccc1Cl (centres undefined)	-8%	-1%
Cc1cc(F)ccc1NC(=S)NC1CCCC1	1%	-5%

Screening results as filed in PubChem BioAssay.
